Source: PubChem (Columbia University Molecular Screening Center)
E-sel TNF inh – TNF alpha driven E-selectin expression inhibition. HUVEC TNFa-induced E-selectin immunofluorescence, high content. inhibition, % at 2 µM. hit rate 0.71% among 120,000;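 active = inhibition above the batch mean plus 3 SD, and confirmed as a hit on visual image review, cut at about 43% in these data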;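 note: 0% = TNF-stimulated DMSO wells and 100% = unstimulated control wells; not every result past the cut was called active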
The depositor's hits bear a star.

SMILES	E-sel TNF inh
CCc1ccc(N2CC(C(=O)N/N=C/c3cc([N+](=O)[O-])ccc3O)CC2=O)cc1 (centres undefined)	-11
CCc1ccc(NC(=O)CN(N=Nc2nonc2C)c2nonc2C)cc1	8
O=c1cc(N2CCCCC2)c(-c2ccccc2)nn1Cc1ccc(F)cc1	7
Cc1cccc(NC(=O)CN(c2ccc(F)cc2)S(C)(=O)=O)c1	-20
N#Cc1cnn2c3c(cnc12)C(=O)N1CCc2ccccc2C1C3 (centres undefined)	-22
CCOC(=O)c1c(C)[n+]([O-])c2ccc3c(non3O)c12	-2
COc1ccc(CC(=O)Nc2cccc(-c3ccc4nnc(C)n4n3)c2)cc1OC	-27
CCC(c1nnnn1Cc1ccc2c(c1)OCO2)N1CCN(CC)CC1 (centres undefined)	-34
CC1(C)CC(=O)C(C(N)=NC(=O)c2ccc([N+](=O)[O-])cc2)=C(O)C1	6
CN(C)CCCN(C(=O)COc1ccccc1)c1nc2c(Cl)cccc2s1	-19
CC(C)CN1C(=O)C(=O)N(CC(=O)Nc2cc(Cl)ccc2Oc2ccccc2)C1=O	41
O=C(NCCc1ccccn1)c1ccc(OC(F)F)cc1	-24
COc1ccc2c(c1OC)C(=O)OC2	-20
CC(NCC(O)COCc1ccc(Cl)cc1)c1ccccc1 (centres undefined)	8
Nc1nnc(-c2ccc(Cl)c([N+](=O)[O-])c2)s1	19
Cc1ccc(CN2CCSc3ccc(C(=O)NCc4cccnc4)cc32)cc1	10
COc1ccc(C(=O)C2CCCN(S(=O)(=O)c3cccnc3)C2)c(C)c1 (centres undefined)	0
CCOc1ccc(NC(=S)NCc2ccco2)cc1	1
CCOc1ccccc1C(=O)NCC(=O)NCCCc1ccccc1	9
CCOC(=O)N1CCN(C(=S)Nc2ccccc2C(C)C)CC1	12
CCOC(=O)N1CCC(N2CCN(Cc3ccc(F)c(F)c3)C(CCO)C2)CC1 (centres undefined)	-9
Cc1ccc(/C=N/NC(=O)CNC(=O)c2cccc([N+](=O)[O-])c2C)o1	-21
Cn1cccc1C1C(C#N)=C(N)OC2=C1C(=O)CC(C)(C)C2 (centres undefined)	7
CCN(CC)S(=O)(=O)c1cccc(NC(=O)c2ccc(Br)cc2)c1	-19
Fc1ccc(NC(=S)Nc2ccc(Cl)cc2)cc1	26
Cc1noc(C)c1COC(=O)C(c1ccccc1)c1ccccc1	-56
CC1CCN(CC(=O)Nc2nn(-c3ccccc3)nc2C(N)=O)CC1	13
CC1=NN(c2nc(-c3ccc(C)cc3)cs2)C(=O)C1N=Nc1cccc(O)c1 (centres undefined)	-33
CC1CCC2(CC1)NC(=O)N(Cc1nnc(-c3cccs3)o1)C2=O (centres undefined)	-10
O=C(NC1CCCCC1)C(c1cccnc1)N(C(=O)c1ccc(Cl)nc1)C1CCCCC1 (centres undefined)	22

A second format for part of the listing above:
| SMILES | E-sel TNF inh |
| --- | --- |
| Nc1nnc(-c2ccc(Cl)c([N+](=O)[O-])c2)s1 | 19 |
| Cc1ccc(CN2CCSc3ccc(C(=O)NCc4cccnc4)cc32)cc1 | 10 |
| COc1ccc(C(=O)C2CCCN(S(=O)(=O)c3cccnc3)C2)c(C)c1 (centres undefined) | 0 |
| CCOc1ccc(NC(=S)NCc2ccco2)cc1 | 1 |
| CCOc1ccccc1C(=O)NCC(=O)NCCCc1ccccc1 | 9 |
| CCOC(=O)N1CCN(C(=S)Nc2ccccc2C(C)C)CC1 | 12 |
| CCOC(=O)N1CCC(N2CCN(Cc3ccc(F)c(F)c3)C(CCO)C2)CC1 (centres undefined) | -9 |
| Cc1ccc(/C=N/NC(=O)CNC(=O)c2cccc([N+](=O)[O-])c2C)o1 | -21 |
| Cn1cccc1C1C(C#N)=C(N)OC2=C1C(=O)CC(C)(C)C2 (centres undefined) | 7 |
| CCN(CC)S(=O)(=O)c1cccc(NC(=O)c2ccc(Br)cc2)c1 | -19 |
| Fc1ccc(NC(=S)Nc2ccc(Cl)cc2)cc1 | 26 |
| Cc1noc(C)c1COC(=O)C(c1ccccc1)c1ccccc1 | -56 |
| CC1CCN(CC(=O)Nc2nn(-c3ccccc3)nc2C(N)=O)CC1 | 13 |
| CC1=NN(c2nc(-c3ccc(C)cc3)cs2)C(=O)C1N=Nc1cccc(O)c1 (centres undefined) | -33 |
| CC1CCC2(CC1)NC(=O)N(Cc1nnc(-c3cccs3)o1)C2=O (centres undefined) | -10 |
| O=C(NC1CCCCC1)C(c1cccnc1)N(C(=O)c1ccc(Cl)nc1)C1CCCCC1 (centres undefined) | 22 |

Carrying on.
SMILES	E-sel TNF inh
Cc1cccc2cc(C#N)c(SCC#N)nc12	-21
CCc1nnc(NC(=O)CSc2nnc(-c3ccc(O)cc3)n2C)s1	17
CC(=O)Nc1ccc(Oc2cc(NC(C)=O)cc([N+](=O)[O-])c2)cc1	-68
c1ccc(CC2CCN(Cc3ccccn3)CC2)cc1	-9
Nc1nc(Br)c2ccccc2c1-c1ccccc1	10
c1coc(-c2ccnc3ncnn23)c1	-7
CCOC(=O)c1ccc(NC(=O)C(=O)NCCc2ccc(OC)cc2)cc1	16
CCC(=O)Oc1ccc(NC(=O)c2ccco2)cc1	6
O=C1CC(C(=O)Nc2ccc(F)cc2)n2cnnc2N1 (centres undefined)	-8
COc1ccc(C2(C(=O)Nc3ccc(C)c(C)c3)CCOCC2)cc1	6
COc1ccc(NC(=O)Cn2nnc(C(=O)NCc3ccc4c(c3)OCO4)c2N)cc1	-19
Cc1cccc(N/C(N)=N/c2nc(C)c(Cc3ccccc3)c(=O)[nH]2)c1	5
COc1ccc(/C=C/c2c([N+](=O)[O-])c(=O)n(C)c(=O)n2C)c(OC)c1	20
CC(=O)c1cnc2n(c1=O)CCS2	8
CN(C)S(=O)(=O)c1ccc(Cl)c(NC(=O)COC(=O)[C@@H]2CCCN2C(=O)c2cccs2)c1	52
COc1cc(/C=N/N(C)C)ccc1OC(=O)c1ccco1	-7
CN(C)S(=O)(=O)c1ccc(Cl)c(NC(=O)CN2CCC(Cc3ccccc3)CC2)c1	-25
CCNC(=S)N(Cc1cc2cc(C)c(C)cc2[nH]c1=O)C1CCCC1	-14
COc1ccc(-c2oc3ccccc3c(=O)c2OC(C)=O)cc1	-72
O=C(CCNC(=O)c1ccco1)Nc1ccc(Cl)cc1	25
Cc1ccc[n+](CC(=O)Nc2c(Cl)cc(Cl)cc2Cl)c1	-8
O=C(CSc1ccc(-c2ccccn2)nn1)N1CCCCC1	-1
Cc1cc2c(ncn2C(C)C)c(NS(=O)(=O)c2ccc(F)cc2)c1C	-9
O=C(NC(=S)Nc1ncccn1)c1ccc(Cl)cc1Cl	0
CN1C(=O)/C(=C/c2ccccc2Cl)Sc2ccc(C(=O)NCc3cccnc3)cc21	-6
Cc1ccc(NC(=O)c2oc3ccccc3c2C)c([N+](=O)[O-])c1	7
Cc1ccc2nc3c(cc(C#N)c(=N)n3Cc3cccnc3)c(=O)n2c1	-39
COC(=O)CCC(=O)Nc1sc(Cc2ccccc2)c(C)c1C(N)=O	-19
C(=C\c1ccco1)/c1nc2ccccc2[nH]1	-25
CN(CCO)CCOCCOc1cccc2ccccc12	-4
CC(=O)N1CCC(=NNc2ccnc3cc(Cl)ccc23)CC1	-20
CSc1nsc(/C=C/Nc2ccc(C)c(C)c2)c1C#N	36
O=C(CSc1ccc(-c2cccnc2)nn1)N1CCCCCC1	-44
COc1cccc(C(=O)OCC(=O)c2c[nH]c3ccccc23)c1O	-5
CCOC(=O)C1CCN(CC(=O)Nc2cc(S(=O)(=O)N3CCOCC3)ccc2C)CC1	-52
C=CCNC(=O)/C=C/c1cccs1	94*
O=C(c1ccccn1)N1CCN(S(=O)(=O)c2ccc(F)cc2)CC1	6
CC(=O)N1CCC(=O)Nc2ccc([N+](=O)[O-])cc21	-16
Cc1ccc(NC(=O)CCC(=O)NNC(=O)c2ccccc2[N+](=O)[O-])c(C)c1	1
CC(C)c1cc(C(=O)OCC(=O)NC(=O)NCc2ccco2)c(O)c(C(C)C)c1	-14
Cc1ccc(N(C(=O)c2csnn2)C(C(=O)NC(C)(C)C)c2ccccn2)cc1 (centres undefined)	-13
Cc1ccc(C2=NN=C(NC(=O)CSc3nncn3C)SC2)cc1	-30
CCOC(=O)c1c(NC(=O)CSc2ncnc3[nH]ncc23)sc2c1CCC(C)C2 (centres undefined)	-3
O=C1C=C(Nc2ccccc2)C(=O)c2ccccc21	16
O=C(Nc1nccs1)C1CCN(S(=O)(=O)c2cccs2)CC1	9
CC(C)N(C(=O)CC1ON(C)C(=O)N1c1ccc(Cl)cc1)C(C)C (centres undefined)	-6
O=C(CSc1ccccn1)NC1CCCC1	-21
Cc1ccnc(NS(=O)(=O)c2ccc(NC(=O)CN3C(=O)CCC3=O)cc2)n1	-16
CN(CC(=O)Nc1ccc(N2CCOCC2)cc1)Cc1cc(=O)n2ccsc2n1	-15
Nc1ccc2nc(NC(=O)C3CCCCC3)sc2c1	0
O=C(NCc1ccc(Cl)s1)c1cc(COc2c(F)cccc2F)on1	-25
O=C(C[n+]1ccc(/C=N/O)cc1)NC1CCCCC1	-3
CCc1nnc(NC(=O)C2CCCCN2S(=O)(=O)c2ccccc2)s1 (centres undefined)	-36
COc1ccc(/C=C2\CCCC3C2=NN(C(=O)CSc2n[nH]c(N)n2)C3c2ccc(OC)cc2)cc1 (centres undefined)	25
CN(C)S(=O)(=O)c1cccc(NC(=S)NCCCn2ccnc2)c1	11
CC(NCC1COc2ccccc2O1)C(=O)NCc1ccccc1 (centres undefined)	-15
Cc1cccc2nc(-c3ccco3)c(Nc3ccc4c(c3)OCCO4)n12	-2
CCOc1cc(/C=C(\CC(=O)O)c2nc3ccccc3s2)ccc1OC	18
Cc1cc(C)c2nc(-c3cccnc3)cc(C(=O)Nc3ccc(S(=O)(=O)Nc4onc(C)c4C)cc3)c2c1	57
CCCCc1nc(SCCOC)c2c(=O)n(C)c(=O)n(C)c2n1	-35
Other results
SMILES	E-sel TNF inh
COc1ccc(NC2=C(C(C)=O)C(c3ccc(N(C)C)cc3)C(C(C)=O)C(C)(O)C2)cc1 (centres undefined)	-7
COc1ccc(/C=N/NC(=O)CNc2c(Br)cc(C)cc2Br)c(C(=O)O)c1OC	-49
COC(=O)c1cn(NC(=O)COc2ccc(Cl)cc2)c(=O)c2ccccc12	4
O=C(NCCCn1ccnc1)C(=O)c1c[nH]c2ccccc12	0
OC(CNCc1cccc(Br)c1)c1ccccc1 (centres undefined)	2
Cc1nnc(SCC(=O)N2CCN(S(=O)(=O)c3ccccc3)CC2)s1	17
O=C(Nc1ccccn1)c1ccc2c(c1)OCCO2	-43
Cc1ccc(NC(=S)N(Cc2ccc(Cl)cc2)Cc2ccc(C(=O)O)cc2)cc1Cl	-10
CCOC(=O)/C(C#N)=C/c1cn(CCC(=O)O)nc1-c1ccc(F)cc1	8
CC(C)C(C)NC(=O)CN1C(=O)NC2(CCCc3ccccc32)C1=O (centres undefined)	-3
Cc1ccc(C)c(S(=O)(=O)N2CCCOC2CNC(=O)C(=O)NCc2cccnc2)c1 (centres undefined)	-19
CCN(CC)S(=O)(=O)c1ccc(OC(C)C)c(N)c1	-12
Cc1ccc(S(=O)(=O)NCC(=O)OCC(=O)Nc2cccc(S(=O)(=O)NC3=NCCCCC3)c2)cc1	-3
CCCC(C)C(=O)Nc1cc([N+](=O)[O-])ccc1Cl (centres undefined)	14
Nc1cnn(Cc2ccc(F)cc2)c1	-8
Cc1nnc(Nc2ccc(C(=O)O)cc2)[nH]c1=O	-14
C=CCSc1nc2[nH]ncc2c(=O)[nH]1	-9
COc1ccc2[nH]c(=O)c(CN(CC3CCCO3)C(=S)Nc3ccccc3)cc2c1 (centres undefined)	-26
Cc1ccsc1S(=O)(=O)N1CCC(CO)(CC2CCCCO2)CC1 (centres undefined)	-11
CC(=O)NC(CC(=O)Nc1nc(C)cs1)c1ccccc1 (centres undefined)	-17
CCN(C(=O)COC(=O)c1cc(-c2ccccc2)nn1-c1ccccc1)C1CCS(=O)(=O)C1 (centres undefined)	21
COCCNc1nc2c(S(=O)(=O)c3cc(C)ccc3C)nnn2c2ccccc12	9
COc1ccccc1C(CC(=O)c1ccccc1)CC(=O)c1ccccc1	16
COc1ccc(C(=O)NNC(=O)c2ccc(C(C)(C)C)cc2)cc1	-12
COCCNC(=O)CC(=O)N/N=C/c1cccc(C(=O)OC)c1	13
Cc1ccc(-n2c(C)cc(C(=O)CN3C(=O)C(=O)N(C4CCCC4)C3=O)c2C)cc1	-16
O=C(/C=C/c1ccccc1Cl)Nc1ccc(S(=O)(=O)Nc2ncccn2)cc1	-13
Cc1cc(N2CCOCC2)n2cc(-c3ccccc3)nc2n1	2
CCN(CC)CCCNC(=O)c1ccc(N2CCCCC2)c(NS(=O)(=O)c2ccc(C)cc2)c1	5
COc1ccc(N=C2NC(=O)CS2)c([N+](=O)[O-])c1	31
CC(C)CNC(=S)N1CCC(c2nc(-c3ccc(F)cc3)no2)CC1	-10
O=[N+]([O-])c1ccc(S(=O)(=O)CC(CN2CCOCC2)N2CCOCC2)cc1 (centres undefined)	40
C/C(=C/C(=O)Nc1cccc(F)c1)N1CCCC1	7
OCCNc1nc(-c2ccccc2)c2cc(Cl)ccc2n1	-24
O=C(O)CCc1nn2c3ccccc3n(Cc3ccccc3F)c2nc1=O	23
CC(C)N(C(=O)COC(=O)[C@H](C)NC(N)=O)c1ccccc1	3
Cc1ccc(-n2cc(CN3CCC(O)(c4ccccn4)CC3)c(-c3ccc(F)cc3)n2)cc1	32
O=C1CCCc2oc3c(c21)CCCC3	19
O=C(CSCc1ccc(Cl)cc1)Nc1cc([N+](=O)[O-])ccc1O	-13
O=C1NC(c2ccccc2OC(F)F)Oc2ccccc21 (centres undefined)	13
COc1cc(/C=N/N2CCOCC2)ccc1OCc1ccc(Cl)cc1	-29
O=C(Nc1ccccn1)c1ccc2nc(-c3ccccc3)c(-c3ccccc3)nc2c1	1
O=C(CSc1ncnc2ccccc12)Nc1cccc(S(=O)(=O)N2CCCC2)c1	0
COC(=O)N/N=C1\CCCc2c(C)cc(C)cc21	18
COc1ccc(-n2c(=O)c3ccccc3n(CC(=O)Nc3ccccc3OC)c2=O)cc1	16
NC(=O)C[n+]1cccc(/C=N/O)c1	9
O=C(COC(=O)c1ccccc1)Nc1ccccc1Br	-15

Not all compounds are listed (hit frequency here may not be typical).
